# Assay outcomes from PubChem.
# Vif-A3F inh: Vif-A3F binding inhibition. 390,000 tested, 0.2% active. Potency, µM (series often up to 46.1 µM), without a hit: at the highest dose activity, negative = active. AID 602313. HeLa A3F-eYFP + Vif (tagged APOBEC3F with the HIV-1 protein that degrades it), YFP fluorescence increase; further: % of control where 0% means no effect; nearly all actives have a fitted effect of over 65% in size
#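 HeLa cells stably expressing Vif plus C-terminally eYFP-tagged A3F were seeded, incubated overnight at 37 deg C, dosed with compound, incubated overnight again at 37 deg C. Yellow fluorescence (Ex 488/Em 500-530) reported blocked Vif-mediated A3F-eYFP degradation.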
# rTrxR1 inhibitor: inhibitors of rat thioredoxin reductase 1 | O89049 | recombinant rTrxR1, NADPH fluorescence consumption, selenite substrate | Potency, µM (top dose mostly 114 µM), inactives show at the highest dose activity change, negative = inhibition, actives largely listed as inhibitors | 390,000 tested, 1% active | AID 588453; further: on the % scale 0 is the no-effect control and ±100 the full control effect; nearly all actives have a fitted effect of over 65% in size
# Target sequence (O89049 whole entry, looked up): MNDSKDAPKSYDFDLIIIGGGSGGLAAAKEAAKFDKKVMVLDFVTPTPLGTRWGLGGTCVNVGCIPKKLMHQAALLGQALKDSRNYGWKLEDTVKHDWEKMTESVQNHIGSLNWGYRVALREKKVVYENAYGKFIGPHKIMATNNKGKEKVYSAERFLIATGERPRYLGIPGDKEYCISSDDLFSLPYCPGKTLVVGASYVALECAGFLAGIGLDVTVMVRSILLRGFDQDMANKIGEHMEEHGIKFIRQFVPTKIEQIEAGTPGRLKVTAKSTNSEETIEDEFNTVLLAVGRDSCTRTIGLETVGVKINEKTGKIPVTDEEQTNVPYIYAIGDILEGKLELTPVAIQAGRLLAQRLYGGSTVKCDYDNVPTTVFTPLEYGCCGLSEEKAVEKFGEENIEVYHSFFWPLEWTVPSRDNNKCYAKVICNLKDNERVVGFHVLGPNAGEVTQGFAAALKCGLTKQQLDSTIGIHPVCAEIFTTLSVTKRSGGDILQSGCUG
#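 Rat TrxR1 (90 nM in the dispensed reagent) was pre-reduced with 400 uM NADPH for 5 min at room temperature, then incubated with compound for 15 min. After 400 uM selenite was added, NADPH fluorescence (Ex 340/Em 450 nm) was followed for 8 min.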
# Vif-APOBEC3G blk: inhibitors of Vif-APOBEC3G interaction | 410,000 tested, 0.076% active | Potency, µM (titrated, usually from 46.1 µM), for inactives: at the highest dose activity, negative = active, most hits filed as inhibitors | Q9HC16 | HeLa A3G-eYFP + Vif (tagged APOBEC3G with the HIV-1 protein that degrades it), YFP fluorescence, overnight;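 further: on the % scale 0 is the no-effect control and ±100 the full control effect; nearly all actives have a fitted effect of over 60% in size; hits raise eYFP signal because A3G escapes Vif-driven loss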
#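 HeLa cells stably expressing Vif and C-terminally eYFP-tagged A3G, seeded overnight at 37 deg C, then exposed to compound by pintool overnight at 37 deg C. Rise in yellow fluorescence (Ex 488/Em 500-530, Acumen) marks blocked Vif-driven A3G degradation.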
# RGS4 inhibitor: human RGS4 inhibition. P49798. Transcreener GDP fluorescence polarization, RGS4-accelerated GTP hydrolysis. Potency, µM (doses to about 114 µM), for inactives: top-dose activity change, negative = inhibition, actives largely listed as inhibitors. 390,000 tested, 0.039% active. AID 504845; further: on the % scale 0 is the no-effect control and ±100 the full control effect; nearly all actives have a fitted effect of over 75% in size; some results filed as inactive show a strong effect at the top dose
#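 MLSMR compounds (23 nl, pin-transferred) preincubated 10 min at room temperature with a 500nM (2x) first reagent, then RGS4 at 900nM (2x) plus Transcreener GDP mix added; fluorescence polarization (620/688 nm) read before and after 90 min at 30 °C.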
# 12-LOX inh: inhibitors of human 12S-lipoxygenase ALOX12. P18054. purified 12hLO, xylenol orange hydroperoxide absorbance. Potency, µM (top dose mostly 108 µM), for the others: top-dose activity change, negative = inhibition, hits mostly inhibitors. 580,000 tested, 1.1% active. AID 1671190; further: on the % scale 0 is the no-effect control and ±100 the full control effect
#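 Purified human 12hLO (150 nM final) in 25 mM Hepes, 0.01% Triton X-100, pH 7.0 was preincubated 15 min at room temperature with compound. Then 40 uM arachidonic acid was added, 30 min. Hydroperoxide was read by Fe-XO absorbance ratio 573/405 nm.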
# mIDH1 inhibitor: human IDH1 R132H inhibition; AID 602179; 390,000 tested, 0.093% active; Potency, µM (titrated, usually from 76.6 µM), for the others: top-dose activity change, negative = inhibition, hits mostly inhibitors; IDH1-R132H enzyme, NADPH consumption, diaphorase/resazurin fluorescence; O75874; further: on the % scale 0 is the no-effect control and ±100 the full control effect; nearly all actives have a fitted effect of over 65% in size
# Target sequence (O75874 whole entry R132H, stated change not applied): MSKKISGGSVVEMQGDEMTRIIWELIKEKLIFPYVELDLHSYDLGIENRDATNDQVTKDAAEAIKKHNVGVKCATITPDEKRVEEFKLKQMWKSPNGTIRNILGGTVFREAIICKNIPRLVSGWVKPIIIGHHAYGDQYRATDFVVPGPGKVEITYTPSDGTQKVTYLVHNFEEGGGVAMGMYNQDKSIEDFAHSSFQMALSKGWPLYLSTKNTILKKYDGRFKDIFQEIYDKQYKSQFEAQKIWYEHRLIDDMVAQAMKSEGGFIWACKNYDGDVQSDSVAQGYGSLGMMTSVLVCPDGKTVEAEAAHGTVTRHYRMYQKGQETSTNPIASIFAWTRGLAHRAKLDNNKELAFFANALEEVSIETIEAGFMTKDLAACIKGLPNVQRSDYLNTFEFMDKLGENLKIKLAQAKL
#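 IDH1-R132H (0.5 ug/mL) preincubated 30 min with compound, then NADPH (0.016 mM) and alpha-KG (2 mM) added; 80 min at RT, pH 7.5. Remaining NADPH coupled via diaphorase/resazurin to fluorescence (540/590 nm); concentration-response curves normalized to no-enzyme control.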
# TrxR1 substrate: substrates of rat thioredoxin reductase 1; 390,000 tested, 0.01% active; AID 588456; Potency, µM (titrated, usually from 114 µM), inactives show top-dose activity change, negative = substrate turnover; purified TrxR1 substrate turnover, NADPH consumption readout; O89049; further: on the % scale 0 is the no-effect control and ±100 the full control effect; nearly all actives have a fitted effect of over 50% in size
#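 Rat TrxR1, dispensed at 90 nM, was prereduced with 400 uM NADPH (final) for 5 min at ~22 deg C, then incubated with compound 15 min before 400 uM selenite. A first-read NADPH fluorescence drop versus no-compound background flagged substrates.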
# RXFP1 agonist: activates the human relaxin receptor RXFP1. HEK293T-RXFP1 cAMP TR-FRET, 30 min; response scale: percent of porcine relaxin response, buffer zero. Potency, µM (doses to about 57.5 µM), for the others: at the top dose activation, most hits filed as activators. 370,000 tested, 0.3% active; further: on the % scale 0 is the no-effect control and ±100 the full control effect; nearly all actives have a fitted effect of over 60% in size; many of its hits are not listed in these tables
#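 HEK293 cells stably expressing RXFP1, treated 30 min at 37C with compounds plus PDE4 inhibitor Ro 20174; cAMP measured by HTRF TR-FRET. Normalized to buffer and 29 nM porcine relaxin; EC50 by Hill fit.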
# USP1-UAF1 inh: blocks the human USP1/UAF1 deubiquitinase complex | O94782 | recombinant USP1/UAF1, Ub-Rhodamine cleavage fluorescence | Potency, µM (series often up to 57.1 µM), for inactives: at the highest dose activity change, negative = inhibition, actives largely listed as inhibitors | 390,000 tested, 0.23% active | AID 743255; further: on the % scale 0 is the no-effect control and ±100 the full control effect; nearly all actives have a fitted effect of over 60% in size; inactives centre near -12
#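 Step one: compound is pinned into 1nM USP1/UAF1 in HEPES pH 7.8 buffer with TCEP. Step two: 15 min room-temperature incubation. Step three: Ub-Rho (150nM final) starts cleavage, tracked by fluorescence over six one-minute reads.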
# Active calls of the source: *; ? = inconclusive; · = not tested or not shown; & = joins results of further samples; [ ] = remark or other dose. The call rests on the fitted dose curve; in most records, active means well fitted curve in the direction sought with a large enough effect; inconclusive means small, poorly fitted or top-dose-only effect, or another doubt; inactive means no such curve, though single readings can be large; an effect the other way counts as inactive or inconclusive. Potency means the concentration at half of the fitted maximal effect. Some of the compounds tested; the hit share may differ from the screen's.
# Values run as follows: Vif-A3F inh	rTrxR1 inhibitor	Vif-APOBEC3G blk	RGS4 inhibitor	12-LOX inh	mIDH1 inhibitor	TrxR1 substrate	RXFP1 agonist	USP1-UAF1 inh
Cc1ccc(-c2ccccc2NC(=O)CS(=O)CC(=O)Nc2ccc(C)c(Cl)c2)o1 (stereo not given)
  ?	3.5µM*	-17%	?	40µM*	-6%	1%	4.2%	?
COC(=O)c1sc(NC(=O)c2cc3nc(-c4ccc(Br)cc4)cc(C(F)(F)F)n3n2)c(C(=O)OC)c1C
  -3%	14%[57.1 µM]	-5%	26%	0%	-11%	3%[57.1 µM]	1.2%	-10%
COc1ccc(N2CCN(C(=O)COC(=O)Cc3cccc(OC)c3)CC2)cc1
  -28%	3%	0%	-12%	-10%	3%	-7%	-1.2%	-11%
COc1ccc(CCNC(=S)N2CCN(S(=O)(=O)c3cccc(F)c3)CC2)cc1
  -20%	14%	1%	-16%	10%	6%	-2%	0.2%	-21%
O=C(CC(NC(=O)c1ccccc1)c1ccccc1)Nc1ccc(F)c(F)c1 (stereo not given)
  8%	2%[57.1 µM]	-4%	0%	5%	0%	1%[57.1 µM]	2.0%	-12%
Cc1ccc(/C=N/NC(=O)c2c(-c3ccccc3)noc2C)o1
  -8%	2%[57.1 µM]	2%	-13%	12%	11%	-10%	3.9%	-9%
CC(C)(C)c1ccc(/C=C(\C#N)C(=O)Nc2ccccn2)cc1
  1%	8%	2%	4%	-7%	4%	4%	-1.1%	-26%
COc1ccc(CC(=O)Nc2cccc(S(=O)(=O)N3CCCCC3)c2)cc1
  3%	13%	9%	-12%	-11%	-10%	1%	1.4%	-6%
Cc1ccc2occ(CC(=O)N3CCN(c4cccc(Cl)c4)CC3)c2c1
  -2%	12%	-1%	4%	?	4%	-2%	-0.7%	-15%
O=C(c1cc([N+](=O)[O-])cc([N+](=O)[O-])c1)N(Cc1nnc(-c2ccccc2Cl)o1)C1CC1
  1%	23%[57.1 µM]	-6%	-18%	-3%	15%	-10%[57.1 µM]	5.6%	-3%
COc1ccccc1N1CCN(CCCNC(=O)Cn2ncc3c([nH]c4ccccc43)c2=O)CC1
  2%&-2%	-12%&24%	-1%&-3%	22%[56.9 µM]	?	-7%&6%	-8%&6%	-2.4%&1.8%	-11%&-20%
COCCn1cnc2c1c(=O)n(CC(=O)Nc1cc(C)on1)c(=O)n2Cc1ccccc1
  1%	6%[57.1 µM]	-1%	2%	448%[activator]	0%	7%[57.1 µM]	2.8%	-15%
C/C=C/C(=O)OCC(=O)Nc1ccc(OC)c(OC)c1
  -16%	27%[57.1 µM]	2%	-30%	-11%	-2%	12%[57.1 µM]	-5.0%	-8%
CCCCn1c(=O)n(CC(O)c2ccccc2)c(=O)c2c1ncn2C1CCCC1 (stereo not given)
  -7%	7%	-3%	4%[56.9 µM]	0%	-1%	-2%	0.7%	-19%
Cc1cccc(OCC(=O)Nc2c(C(=O)N3CCN(c4ccccc4F)CC3)oc3ccccc23)c1
  0%	9%	3%	0%	-21%	-10%	-12%	-3.8%	3%

# Next part
# Values run as follows: Vif-A3F inh	rTrxR1 inhibitor	Vif-APOBEC3G blk	RGS4 inhibitor	12-LOX inh	mIDH1 inhibitor	TrxR1 substrate	RXFP1 agonist	USP1-UAF1 inh
COc1ccnc(-n2cccc2C=O)c1C#N
  -6%	27%[57.1 µM]	3%	7%	·	-1%	7%[57.1 µM]	4.7%	-11%
O=C(CC1S/C(=N/N=C/C=C/c2ccccc2)NC1=O)Nc1ccc(Cl)c(Cl)c1 (stereo not given)
  -17%	9%	-7%	-10%	-5%	2%	5%	-0.3%	-5%
CN(CC(=O)Nc1ccc(S(=O)(=O)N2CCCC2)cc1)Cc1ccc(Cl)cc1Cl
  8%	-1%	1%	-19%	-29%	1%	-1%	-1.1%	-13%
CC(C)NC(=S)N/N=C/c1ccc(C(C)(C)C)cc1
  ?	6%[57.1 µM]	-4%	9%	32µM*	-2%	2%[57.1 µM]	2.5%	-26%
O=C(CS(=O)(=O)c1cn(Cc2ccc(Cl)cc2)c2ccccc12)N1CCOCC1
  2%	-2%[57.1 µM]	-2%	14%	-1%	-14%	2%[57.1 µM]	8.2%	-4%
CCc1ccc(N(CC(=O)NCc2ccco2)C(=O)CCC(=O)Nc2ccccn2)cc1
  -11%	-6%[57.1 µM]	1%	2%	7%	0%	-3%[57.1 µM]	0.6%	-5%
O=C(N/N=C/c1ccco1)C1CC1(c1ccccc1)c1ccccc1 (stereo not given)
  -26%	-9%	4%	-2%	-11%	-1%	-2%	2.2%	0%
CCN(CC)S(=O)(=O)c1ccc(NC(=O)c2ccccc2N(C)S(C)(=O)=O)cc1
  0%	-8%	-5%	-11%	0%	7%	-12%	1.7%	-5%
COc1ccc(C)cc1S(=O)(=O)N1CCN(C(=O)c2ncoc2-c2ccc(F)cc2)CC1
  4%	9%	-1%	4%	-6%	22%	-5%	-0.8%	?
Nc1nccnc1C(=O)OCC(=O)Nc1ccc2[nH]c(=O)[nH]c2c1
  1%	?	1%	5%	?	6%	-3%	2.5%	?
Cc1[nH]c(=O)[nH]c(=O)c1S(=O)(=O)Nc1ccc(Cl)c([N+](=O)[O-])c1
  -10%	1%[57.1 µM]	4%	-19%	0%	-1%	-1%[57.1 µM]	6.3%	-20%
COc1ccc(/C=C/C(=O)NCCc2ccc(OC)c(OC)c2)cc1
  -1%	17%[57.1 µM]	0%	9%	5%	4%	13%[57.1 µM]	1.0%	-18%
Cc1ccccc1Nc1nnc(SCC(=O)Nc2ccccc2[N+](=O)[O-])s1
  20%	8%[57.1 µM]	-2%	4%	-14%	4%	6%[57.1 µM]	0.6%	?
CCCN(CCC)S(=O)(=O)c1ccc(Cl)c(OC)c1
  1%	11%	1%	-15%	2%	6%	-7%	-1.8%	-5%
COc1ccc(/C(O)=C2/C(=O)C(=O)N(c3nc(C)c(C)s3)C2c2ccco2)cc1 (stereo not given)
  -4%	-17%	-11%	-20%	?	-1%	-4%	24%	4%

# New compounds follow.
# Values run as follows: Vif-A3F inh	rTrxR1 inhibitor	Vif-APOBEC3G blk	RGS4 inhibitor	12-LOX inh	mIDH1 inhibitor	TrxR1 substrate	RXFP1 agonist	USP1-UAF1 inh
Cc1noc(C)c1NC(=O)NCCN1CCN(Cc2ccccc2)CC1
  -16%	-15%[2.29 µM]	-4%	8%	-11%	4%	3%[57.1 µM]	0.1%	-15%
CCOc1ccc(NC(=O)c2sc(-n3nc(C)c(CCC(C)C)c3C)nc2C)cc1
  6%	0%	-1%	17%	4%	18%	12%	3.8%	-19%
Cc1c(C(=O)NC(C)C)c(-c2ccccc2)nn1-c1ccccc1
  -2%	-1%	-2%	14%	-6%	1%	-7%	1.8%	4%
C/C(Cn1cnc([N+](=O)[O-])n1)=N/NC(=O)COc1ccccc1Cl
  -8%	12%[57.1 µM]	-3%	14%	-9%	19%	-1%[57.1 µM]	-1.1%	?
Cc1ccc(-c2nn3c(-c4ccco4)nnc3c3ccccc23)cc1S(=O)(=O)NCC1CCCO1 (stereo not given)
  -5%	?	0%	3%[11.4 µM]	-11%	-6%	9%[57.1 µM]	17%	-4%
CC(C)(CO)CNC(=O)CCc1nnc(-c2ccc(-c3ccccc3)cc2)o1
  -4%	15%	-3%	10%	7%	-11%	9%	-0.9%	-17%
Cc1nc(-c2ccc(NC(=O)Cc3ccccc3)cc2)cs1
  -20%	9%[57.1 µM]	-2%	9%	-10%	5%	11%[57.1 µM]	-4.0%	-23%

# Another view of some results above.
mol,Vif-A3F inh,rTrxR1 inhibitor,Vif-APOBEC3G blk,RGS4 inhibitor,12-LOX inh,mIDH1 inhibitor,TrxR1 substrate,RXFP1 agonist,USP1-UAF1 inh
Cc1ccc(-c2nn3c(-c4ccco4)nnc3c3ccccc23)cc1S(=O)(=O)NCC1CCCO1 (stereo not given),-5%,?,0%,3%[11.4 µM],-11%,-6%,9%[57.1 µM],17%,-4%
Cc1noc(C)c1NC(=O)NCCN1CCN(Cc2ccccc2)CC1,-16%,-15%[2.29 µM],-4%,8%,-11%,4%,3%[57.1 µM],0.1%,-15%
CC(C)(CO)CNC(=O)CCc1nnc(-c2ccc(-c3ccccc3)cc2)o1,-4%,15%,-3%,10%,7%,-11%,9%,-0.9%,-17%
Cc1c(C(=O)NC(C)C)c(-c2ccccc2)nn1-c1ccccc1,-2%,-1%,-2%,14%,-6%,1%,-7%,1.8%,4%
CCOc1ccc(NC(=O)c2sc(-n3nc(C)c(CCC(C)C)c3C)nc2C)cc1,6%,0%,-1%,17%,4%,18%,12%,3.8%,-19%
C/C(Cn1cnc([N+](=O)[O-])n1)=N/NC(=O)COc1ccccc1Cl,-8%,12%[57.1 µM],-3%,14%,-9%,19%,-1%[57.1 µM],-1.1%,?
Cc1nc(-c2ccc(NC(=O)Cc3ccccc3)cc2)cs1,-20%,9%[57.1 µM],-2%,9%,-10%,5%,11%[57.1 µM],-4.0%,-23%
